JMJD2A Tudor inh: inhibitors of human JMJD2A Tudor domain. O75164. AlphaScreen JMJD2A-Tudor / H3K4me3 peptide binding. Potency, µM (highest dose often 114 µM), for inactives: top-dose activity change, negative = inhibition, actives largely listed as inhibitors. actives 4.4% (n = 390,000); further: potency means the concentration at half of the fitted maximal effect; on the % scale 0 is the no-effect control and ±100 the full control effect; nearly all actives have a fitted effect of over 50% in size
G9a inh: inhibitors of human histone lysine methyltransferase G9a; Potency, µM (top dose mostly 102 µM), inactives show at the highest dose activity, negative = inhibition, usual class: inhibitors; AID 504332; actives 8.8% (n = 350,000); G9a H3K9 monomethylation, AlphaScreen, 2 h; further: potency means the concentration at half of the fitted maximal effect; on the % scale 0 is the no-effect control and ±100 the full control effect; nearly all actives have a fitted effect of over 75% in size
Target sequence (Q96KQ7 913-1193 limits assumed): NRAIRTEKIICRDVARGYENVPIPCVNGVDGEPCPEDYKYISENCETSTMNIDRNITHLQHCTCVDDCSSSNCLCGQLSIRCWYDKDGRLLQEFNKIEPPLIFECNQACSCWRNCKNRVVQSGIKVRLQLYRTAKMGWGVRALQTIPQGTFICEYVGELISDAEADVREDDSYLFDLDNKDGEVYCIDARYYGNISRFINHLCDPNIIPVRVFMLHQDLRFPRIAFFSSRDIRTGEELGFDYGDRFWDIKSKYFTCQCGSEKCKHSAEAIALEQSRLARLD
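AlphaScreen read-out: biotin-H3K9 peptide (500 nM) methylation by 20 nM enzyme with 20 uM SAM, 2 h at room temperature after 15 min compound preincubation; anti-monomethyl H3K9 antibody plus donor/acceptor beads, 10 min dark.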
HP1b chromo inh: inhibitors of HP1-beta chromodomain binding to methylated histone tails. Potency, µM (titrated, usually from 114 µM), without a hit: top-dose activity change, negative = inhibition, actives largely listed as inhibitors. AlphaScreen HP1-beta / biotin-H3K9me3 peptide binding. actives 0.56% (n = 390,000). P83916. AID 540317; further: potency means the concentration at half of the fitted maximal effect; nearly all actives have a fitted effect of over 70% in size; inactives centre near 23
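AlphaScreen: HP1-beta (50 nM) preformed 30 min with biotin-H3(1-18)K9me3 peptide (50 nM) in PBS pH 7.4, 0.01% Tween-20. Compound added for 30 min at RT, then streptavidin donor/nickel chelate acceptor beads (10 ug/mL) for 30 min.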
Pin1 inh: inhibitors of human Pin1 | Q13526 | Pin1 FP peptide displacement, HiFluor488, 10 min | Potency, µM (series often up to 115 µM), without a hit: at the highest dose activity, negative = inhibition, actives largely listed as inhibitors | actives 0.009% (n = 390,000); active means well fitted inhibition curve with a large enough effect in the polarisation, with a control signal flat, not every such curve was filed as active; inconclusive means small, poorly fitted or top-dose-only effect, or effect the other way, or a change in a side signal; inactive means no such curve, though single readings can be large or run the other way; the % refers to the polarisation; further: potency means the concentration at half of the fitted maximal effect; on the % scale 0 is the no-effect control and ±100 the full control effect
Target sequence (Q13526 whole entry, looked up): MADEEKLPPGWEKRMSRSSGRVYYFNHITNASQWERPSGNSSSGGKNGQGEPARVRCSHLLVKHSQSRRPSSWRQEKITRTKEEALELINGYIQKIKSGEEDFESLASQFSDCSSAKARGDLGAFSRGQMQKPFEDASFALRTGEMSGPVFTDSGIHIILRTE
BAZ2B block: BAZ2B (human) inhibition. Potency, µM (series often up to 114 µM), for inactives: top-dose activity change, negative = inhibition, actives largely listed as inhibitors. actives 4.4% (n = 360,000). AID 504333. Q9UIF8. AlphaScreen BAZ2B-H3K14Ac peptide displacement; further: potency means the concentration at half of the fitted maximal effect; on the % scale 0 is the no-effect control and ±100 the full control effect; nearly all actives have a fitted effect of over 60% in size
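AlphaScreen luminescence quantifies BAZ2B engagement of H3K14Ac peptide; the protein and biotinylated peptide are both at 50 nM final, buffer PBS pH 7.4 with 0.01% Tween-20, all steps at room temperature.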
Tb PGK inh: blocks T. brucei phosphoglycerate kinase | PGK/GAPDH coupled, Kinase-Glo luminescence, 60 min | Potency, µM (top dose mostly 57.5 µM), inactives show top-dose activity change, negative = inhibition, usual class: inhibitors | AID 602233 | actives 0.043% (n = 380,000) | P07378; further: potency means the concentration at half of the fitted maximal effect; on the % scale 0 is the no-effect control and ±100 the full control effect; nearly all actives have a fitted effect of over 60% in size
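Luminescent ATP detection (Kinase-Glo Plus) follows a 60-minute room-temperature incubation, with wells lacking PGK as controls. Buffer: 100 mM TEA (pH 7.6), 5 mM MgCl2, 0.01% Tween-20. Coupling enzyme GAPDH (100 nM final) supplies unstable 1,3-BPG in-well.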
ERG Ets-DNA blk: inhibitors of human ERG Ets domain-DNA interaction; actives 0.028% (n = 370,000); P11308; AID 624246; Potency, µM (highest dose often 76.9 µM), for inactives: at the highest dose FP activity, negative = inhibition, actives largely listed as inhibitors; fluorescence polarization, His-ERG Ets domain / labelled DNA; active means well fitted inhibition curve with a large enough effect in the polarisation, with a control signal flat; inconclusive means small, poorly fitted or top-dose-only effect, or effect the other way, or a change in a side signal; inactive means no such curve, though single readings can be large or run the other way; the % refers to the polarisation;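 further: polarization taken with two DNA probes labelled with fluorescein and Texas red; potency means the concentration at half of the fitted maximal effect; % of control where 0% means no effect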
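His-tagged ERG Ets domain (1 uM in the protein solution; 300mM KCl, 50mM Tris-HCl, 1mM EDTA, 1mM DTT, pH 7.5) received compound, then a probe mix of 5 nM fluorescein-DNA and 100nM Texas-615-DNA. Fluorescence polarization was read for both dyes.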
PI4K2A block: blocks human PI4K2A kinase activity | Q9BTU6 | purified PI4K2A, ADP-Glo luminescence, 1 h; hits give low values | activity change, negative = inhibition, % at 76.9 µM | actives 0.13% (n = 420,000); in the data active means activity change below about -50%; inconclusive means mostly about -30% to -49%;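 further: -100% = wells without enzyme as full effect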
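Compounds are screened against recombinant PI4K2A using PI as substrate and ATP, the latter dispensed at 300 microM. Reactions run one hour at ambient temperature before ADP-Glo detection; full inhibition defined by wells lacking enzyme.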
GLS inhibitor: inhibitors of human glutaminase (GLS); GLS enzymatic activity, qHTS titration; Potency, µM (series often up to 45.5 µM), for inactives: at the highest dose activity change, negative = inhibition, actives largely listed as inhibitors; actives 0.21% (n = 410,000); further: potency means the concentration at half of the fitted maximal effect; on the % scale 0 is the no-effect control and ±100 the full control effect
Target sequence (O94925 whole entry, looked up): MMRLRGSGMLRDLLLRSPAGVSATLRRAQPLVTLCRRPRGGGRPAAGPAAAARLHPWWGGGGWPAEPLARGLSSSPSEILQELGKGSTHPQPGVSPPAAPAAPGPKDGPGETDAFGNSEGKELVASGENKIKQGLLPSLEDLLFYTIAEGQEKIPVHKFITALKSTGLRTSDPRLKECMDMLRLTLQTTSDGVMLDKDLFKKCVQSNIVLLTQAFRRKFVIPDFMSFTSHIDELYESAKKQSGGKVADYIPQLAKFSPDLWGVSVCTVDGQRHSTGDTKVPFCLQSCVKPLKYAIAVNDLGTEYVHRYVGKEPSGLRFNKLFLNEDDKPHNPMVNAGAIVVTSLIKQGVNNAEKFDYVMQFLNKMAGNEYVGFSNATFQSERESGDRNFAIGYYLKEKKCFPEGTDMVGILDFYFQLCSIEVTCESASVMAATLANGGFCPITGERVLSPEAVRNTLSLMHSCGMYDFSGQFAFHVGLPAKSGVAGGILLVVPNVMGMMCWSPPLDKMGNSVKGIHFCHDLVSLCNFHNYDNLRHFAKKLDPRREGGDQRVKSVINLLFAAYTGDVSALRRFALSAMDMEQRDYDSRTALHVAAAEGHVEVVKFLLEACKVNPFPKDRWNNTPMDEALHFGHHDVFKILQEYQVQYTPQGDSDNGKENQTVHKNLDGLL
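Coupled fluorescence readout: glutamate oxidase/HRP/Amplex Red detect glutamate formed by hKGA from L-glutamine (1 mM solution added). Buffer 45 mM KH2PO4 pH 8.2, 0.02% Tween-20; reads at t0 and 30 min RT.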
* = called active by the depositor; i = inactive; ? = inconclusive; . = no result given; & = joins results of further samples; [ ] = dose if it differs, or a comment. Unless noted, the call rests on the fitted dose curve; in most records, active means well fitted curve in the direction sought with a large enough effect; inconclusive means small, poorly fitted or top-dose-only effect, or another doubt; inactive means no such curve, though single readings can be large; an effect the other way counts as inactive or inconclusive. Hits appear at their usual frequency. Share with any hit: about 11%.

#1 O=S(=O)(c1ccc(Br)cc1)N1CCN(Cc2ccco2)CC1
#2 COC(=O)c1c(-c2ccccc2)noc1C
#3 CCN(C[C@H]1N[C@@](CC)(C(=O)OC)[C@H]2C(=O)N(C)C(=O)[C@@H]12)C(=O)Nc1ccc(C)cc1
#4 Cn1c(SCC(=O)NC(C)(C)C)nnc1-c1ccc(C(C)(C)C)cc1
#5 Cc1ccc(-c2noc(CCC(=O)N3CCN(c4cccc(C(F)(F)F)c4)CC3)n2)cc1
#6 O=C(Nc1cccc2ccccc12)/C(=C/c1ccc([N+](=O)[O-])cc1)NC(=O)c1ccccc1
#7 COc1cc(C(CC(=O)Nc2ccc(Cl)cn2)N2Cc3ccccc3C2=O)cc(OC)c1OC (centres undefined)
#8 CCN1CCN(Cc2nc3c(c(=O)n(C)c(=O)n3C)n2Cc2cccc3ccccc23)CC1
assay / compound	1	2	3	4	5	6	7	8
JMJD2A Tudor inh	-29%	-8%	-14%	-10%	-2%	?	-7%	-15%
G9a inh	.	-4%	.	-20%[59 µM]	7%[12.7 µM]	-21%	22%	4%[59 µM]
HP1b chromo inh	-14%	48%[activator]	20%	30%	43%[activator]	-6%	45%[activator]	17%
Pin1 inh	-6%	2%	1%	1%	-1%	48%[activator]	-2%	-6%
BAZ2B block	5%	0%	.	-5%	-1%	?	1%	8%
Tb PGK inh	i	8%	4%	.	-3%	i	3%	1%
ERG Ets-DNA blk	22%	-1%	0%	.	5%	-13%	0%	.
PI4K2A block	3	0	0	-2	4	2	-3	2
GLS inhibitor	7%	10%	2%	-1%	-3%	4%	-9%	4%

4 of the compounds above, with two lines to a compound:
Values run as follows: JMJD2A Tudor inh, G9a inh, HP1b chromo inh, Pin1 inh, BAZ2B block, Tb PGK inh, ERG Ets-DNA blk, PI4K2A block, GLS inhibitor
[3] CCN(C[C@H]1N[C@@](CC)(C(=O)OC)[C@H]2C(=O)N(C)C(=O)[C@@H]12)C(=O)Nc1ccc(C)cc1
    -14%, ., 20%, 1%, ., 4%, 0%, 0, 2%
[4] Cn1c(SCC(=O)NC(C)(C)C)nnc1-c1ccc(C(C)(C)C)cc1
    -10%, -20%[59 µM], 30%, 1%, -5%, ., ., -2, -1%
[5] Cc1ccc(-c2noc(CCC(=O)N3CCN(c4cccc(C(F)(F)F)c4)CC3)n2)cc1
    -2%, 7%[12.7 µM], 43%[activator], -1%, -1%, -3%, 5%, 4, -3%
[6] O=C(Nc1cccc2ccccc12)/C(=C/c1ccc([N+](=O)[O-])cc1)NC(=O)c1ccccc1
    ?, -21%, -6%, 48%[activator], ?, i, -13%, 2, 4%

Further results:
#9 O=C(CN1C(=O)c2ccccc2S1(=O)=O)N1CCN(Cc2ccc3c(c2)OCO3)CC1
#10 CC(=O)c1c(C)oc2ccc(NS(=O)(=O)c3ccc(C(C)C)cc3)cc12
#11 C=CCNc1ccccc1S(=O)(=O)NCc1ccccc1
#12 COc1ccc(NC(=O)Cn2nnc(C(=O)NCc3cccs3)c2N)cc1
#13 COC(=O)c1ccc(NC2=C(Cl)C(=O)OC2OC(=O)c2ccccc2)cc1 (centres undefined)
#14 O=C(CN1C(=O)NC2(CCCCC2)C1=O)N1CCN(S(=O)(=O)c2cccc([N+](=O)[O-])c2)CC1
#15 CSc1nc2ccc(NC(=O)C3CC(=O)N(Cc4ccccc4)C3)cc2s1 (centres undefined)
#16 COc1ccc(/C=N/NS(=O)(=O)c2ccccc2)cc1OS(=O)(=O)c1ccccc1
assay / compound	9	10	11	12	13	14	15	16
JMJD2A Tudor inh	2%	1%	13%	-5%&-17%	-14%	-9%	-20%	-5%
G9a inh	-28%[12.7 µM]	6%[59 µM]	.	5%	-6%[59 µM]	4%[59 µM]	-50%[59 µM]	-1%[59 µM]
HP1b chromo inh	7%	30%	64%[activator]	25%&11%	26%	23%	46%[activator]	22%
Pin1 inh	-9%	8%	?	9%&20%	0%	-4%	?	8%
BAZ2B block	-10%	0%	.	-12%	-17%	-3%	-23%	-10%
Tb PGK inh	i	-9%	-5%	2%&-8%	-6%	-9%	1%	-8%
ERG Ets-DNA blk	-9%	1%	0%	-5%&2%	-6%	-4%	15%	-10%
PI4K2A block	4	-4	2	-2&0	11	-6	-3	-2
GLS inhibitor	16%	0%	8%	3%&1%	-2%	-1%	2%	14%

#17 O=C(NCCCn1ccnc1)c1ccncc1
#18 CCCC(=O)Nc1nnc(-c2ccc3c(c2)OCO3)s1
#19 CCOC(=O)N1CCC(NC(=O)CSc2cc(=O)n(C)c3ccccc23)CC1
#20 O=S(=O)(Nc1ccc(O)c(NS(=O)(=O)c2ccccc2)c1)c1ccccc1
#21 CCC(C(=O)Nc1cccc(C#N)c1)n1nc(-c2ccccc2)ccc1=O (centres undefined)
#22 CC(C)NC(=S)N1CCN(C/C=C/c2ccccc2)CC1
#23 O=C(Nc1ccc(C(=O)N2CCCC2)cc1)c1ccccc1Br
#24 COc1ccc(/C=N/NC(=O)CSCc2ccc([N+](=O)[O-])cc2)cc1OC
assay / compound	17	18	19	20	21	22	23	24
JMJD2A Tudor inh	-13%	-9%	-12%	63µM*	-25%	-14%	-6%	-12%
G9a inh	6%[12.7 µM]	.	1%	0.32µM*	-28%[59 µM]	5%	.	8%
HP1b chromo inh	11%	34%	67%[activator]	-30%	24%	42%[activator]	14%	47%
Pin1 inh	0%	7%	-3%	0%&-14%	?	-2%	-7%	0%
BAZ2B block	56µM*	-9%	12%	?	-5%	-19%	-4%	-22%
Tb PGK inh	-1%	i	-10%	i	7%	0%	-12%	8%
ERG Ets-DNA blk	-13%	-7%	-6%	11%	-1%	9%	-5%	9%
PI4K2A block	-6	-6	3	-2	1	0	-2	-4
GLS inhibitor	-3%	3%	3%	-18%	2%	4%	4%	3%

Single values from the list:
GLS inhibitor result of compound 21 reads 2%
HP1b chromo inh result of compound 19 reads 67%[activator]
ERG Ets-DNA blk result of compound 20 reads 11%

More results follow.
#25 COc1ccc(-c2nnn(CC(=O)N(CCN3CCOCC3)C(C(=O)NC3CCCCC3)c3ccco3)n2)cc1 (centres undefined)
#26 COCCNC(=O)CCn1nc(-c2ccc(C)cc2)c2ccccc2c1=O
#27 CCn1nc(C(=O)OCC(=O)N2CCc3ccccc32)c2ccccc2c1=O
#28 COC(=O)C1=C(C)N(Cc2ccccc2)C(=NCc2cc(OC)c(OC)c(OC)c2)N[C@H]1c1ccc(Br)cc1
#29 Cn1c(C(O)c2ccc3c(c2)OCO3)nc2ccccc21 (centres undefined)
#30 N/C(Cc1cccs1)=N\OC(=O)COc1ccccc1
#31 COc1ccc(C2C(C(=O)c3ccc(C)o3)=C(O)C(=O)N2CC2CCCO2)cc1OC (centres undefined)
#32 Cc1ccc(C(=O)CCC(=O)Nc2cccc(C)c2)cc1
assay / compound	25	26	27	28	29	30	31	32
JMJD2A Tudor inh	-16%	-11%	-24%[57.1 µM]	?	8%	61%[activator]	0%	-1%
G9a inh	4%[0.501 µM]	18%	-25%[12.7 µM]	.	-4%[12.7 µM]	40%	.	.
HP1b chromo inh	34%	21%	61%[activator]	11%	25%	66%[activator]	12%	70%[activator]
Pin1 inh	4%	0%	?	-8%	0%	2%	?	3%
BAZ2B block	5%	-3%	3%	10%	12%	31%	?	6%
Tb PGK inh	5%	-5%	i	-4%	-4%	-1%	0%	i
ERG Ets-DNA blk	2%	2%	0%	-10%	-10%	-6%	-9%	10%
PI4K2A block	2	0	-1	-2	-7	4	-5	1
GLS inhibitor	-1%	1%	1%	4%	-1%	3%	0%	-6%

#33 NS(=O)(=O)c1ccc(CNC(=O)c2cc(-c3cccnc3)nc3ccc(Br)cc23)cc1
#34 C=CCN1C(=O)CSC1=Nc1ccc(NC(C)=O)cc1
#35 CCOC(=O)N1CCN(C2CCCN(C(=O)c3cccc(N(C)C)c3)C2)CC1 (centres undefined)
#36 Cc1ccc(-n2cc(CNCCCn3cccn3)c(-c3cccc(C)c3)n2)cc1
#37 O=C1NC(=O)C2(CCCC2c2ccccc2)N1 (centres undefined)
#38 CC(C)(C)c1ccc(/C=C/C(=O)Nc2ccc(S(N)(=O)=O)cc2)cc1
#39 C[C@]1(C(=O)NCCN2CCOCC2)C=C[C@@H](Cc2ccccc2)N1C(=O)c1ccccc1
#40 COc1ccc(N2CCN(C(=O)C(=O)c3c(C)n(C)c4ccccc34)CC2)cc1
#41 O=C(O)c1ccc(NC2=C(n3nnc4ccccc43)C(=O)c3ccccc3C2=O)cc1
#42 Cc1[nH]c(=O)c(C#N)c(C)c1Cl
assay / compound	33	34	35	36	37	38	39	40	41	42
JMJD2A Tudor inh	-8%	10%	-3%	-18%	-8%	-23%	-16%	?	-10%	-5%
G9a inh	-11%	-15%	17%	-14%	.	?	?	5µM*	?	22%[59 µM]
HP1b chromo inh	23%	37%	42%[activator]	-2%	21%	32%	35%	-18%	33%	45%[activator]
Pin1 inh	31%[activator]	3%	-17%	-2%	6%	?	-1%	-2%	0%	-8%
BAZ2B block	-12%	-2%	-14%	-21%	.	-3%	-4%	?	-21%	-1%
Tb PGK inh	-2%	0%	-10%	-7%	-6%	9%	-6%	-7%	0%	7%
ERG Ets-DNA blk	-5%	-4%	-1%	-8%	-10%	0%	-2%	0%	-8%	4%
PI4K2A block	1	-1	3	-1	3	2	-1	6	-12	0
GLS inhibitor	6%	13%	10%	-17%	-9%	-5%	2%	41%[activator]	4%	-1%

Assay outcomes: PubChem BioAssay, National Center for Advancing Translational Sciences (NCATS)
